Assay outcomes: PubChem, several laboratories
MrgX1 agonist = human MrgX1 receptor agonism, primary screen. B-score at 10 µM. actives 0.44% (n = 310,000). MrgX1-HEK293 cells, Fluo-4 calcium fluorescence, agonist mode; stronger effect = higher value. AID 588627. Q96LB2;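 active = calcium response B-score plate-corrected fluorescence ratio at least 3 library SD, with starting fluorescence B-score inside 5 SD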
Target sequence (Q96LB2 whole entry, looked up): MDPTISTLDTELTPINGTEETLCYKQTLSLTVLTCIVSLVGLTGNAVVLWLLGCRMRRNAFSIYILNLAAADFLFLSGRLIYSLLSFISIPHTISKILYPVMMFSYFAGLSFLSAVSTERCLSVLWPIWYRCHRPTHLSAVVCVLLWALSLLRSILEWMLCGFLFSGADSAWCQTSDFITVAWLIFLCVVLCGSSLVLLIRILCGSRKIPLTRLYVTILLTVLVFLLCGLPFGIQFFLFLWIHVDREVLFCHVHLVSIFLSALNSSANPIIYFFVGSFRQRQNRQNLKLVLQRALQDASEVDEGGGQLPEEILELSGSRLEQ
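Test system: Stable human MrgX1 HEK293 cell line | Schedule: Overnight plating before 1 h dye loading | Read-out basis: Baseline-normalised fluorescence change ratio, B-scored | Detection: Kinetic calcium dye fluorescence, Fluo-4 NW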
HIF activator = HIF pathway transcriptional activation. U2OS HRE-luciferase reporter, luminescence; normalized: DMSO 0%, desferrioxamine 100%. actives 0.32% (n = 300,000). activation, % at 7.5 µM (by protocol);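 active = mean activation of at least 10% of the iron chelator positive control signal, with at least half of replicates also reaching 10%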
TRPC4 act = opens the mouse TRPC4 cation channel | HEK293 TRPC4beta/mu-opioid, Fluo4 calcium fluorescence; stronger effect = higher value | B-score at 10 µM | actives 0.49% (n = 310,000) | AID 2237;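 active = B-score above 5 SD of library B-scores, and initial fluorescence ratio not above library mean plus 5 SD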;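 also: positive B-score marks a calcium rise read as TRPC4 activation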
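Test system: HEK293 cells stably co-expressing mouse TRPC4beta and mu-opioid receptor | Schedule: Fluo4 dye loading 45 min at room temperature, 110 s recording | Measured by: Kinetic Fluo4 calcium fluorescence, 5 s baseline at 1 Hz | Evaluation: B score of integrated ratio | Controls: Buffer (low) and maximal DAMGO (high)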
TRPC6 inh = inhibitors of mouse TRPC6 channel | HEK293-TRPC6, membrane potential dye, ACh-evoked depolarization; stronger effect = lower value | Q61143 | B-score at 10 µM | actives 1.1% (n = 310,000);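 active = B-score under library mean minus 3 SD, initial fluorescence not abnormally high, positive integrated signal ratio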;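 also: B-score derived from integrated fluorescence ratio over the kinetic read; more negative B-score means stronger inhibition of depolarization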
MrgX1 allo act = human MrgX1 positive allosteric modulation, primary screen. actives 0.63% (n = 310,000). B-score at 10 µM. MrgX1-HEK293, Fluo-4 calcium flux, FDSS; stronger effect = higher value. AID 588675;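 active = plate-corrected calcium response at least 3 library SD above typical, normal starting fluorescence, not activating the receptor alone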;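 also: compound read alongside a low EC10 to EC30 dose of BAM8-22 agonist; peak minus trough fluorescence over baseline measured at the second addition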
MrgX1 antag = blocks BAM8-22 activation of human MrgX1 receptor; Q96LB2; MRGX1-HEK293 calcium flux, Fluo-4, BAM8-22 antagonism; stronger effect = lower value; B-score at 10 µM; actives 1.3% (n = 310,000); AID 588676;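 active = calcium-response B-score plate-corrected more than 3 library SD below zero, starting fluorescence within 5 deviations, no agonist response on first addition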;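 also: peak minus trough fluorescence over baseline after final BAM8-22 challenge near maximal dose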
AI-2 QS modul = modulators of Vibrio harveyi AI-2 quorum sensing system; actives 0.4% (n = 300,000); Vibrio harveyi JMH597 AI-2 luminescence/OD600 ratio, 9 h; stronger effect = lower value; strain lacks LuxN and CqsS sensors; 0 = neutral-control median; AID 2094; activity change, % at 7.5 µM; in the data active = activity change below about -75%, passing the limit was not always enough;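 also: luminescence divided by OD600 gain over 9 h not by final OD600 alone; inactives centre near 13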
TRPC4 potent = allosteric potentiators of mouse TRPC4 channel; AID 2227; actives 0.42% (n = 310,000); B-score at 10 µM; HEK293 TRPC4beta/mu-opioid, DAMGO EC20, Fluo-4 Ca2+ flux; stronger effect = higher value; Q9QUQ5;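 active = B-score of calcium response area above 5 SD of library B-scores, with initial fluorescence ratio within 5 SD of library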;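 also: B-score of integrated fluorescence ratio over time as area under calcium response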
TRPC6 activator = mouse TRPC6 channel activation | Q61143 | HEK293-TRPC6 membrane potential dye fluorescence; stronger effect = higher value | B-score at 10 µM | actives 0.13% (n = 310,000);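 active = B-score of the integrated fluorescence ratio above library mean plus 3 SD, and starting fluorescence ratio within library mean plus 5 SD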;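 also: higher score means more depolarization so channel activation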
TRPC4 block = inhibitors of mouse TRPC4 channel; Q9QUQ5; HEK293 TRPC4beta/mu-opioid, DAMGO-evoked Fluo4 calcium flux; stronger effect = lower value; B-score at 10 µM; actives 0.39% (n = 300,000); AID 2247;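 active = B-score over 3 SD under the library average, no early fluorescence shift, positive overall ratio signal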
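Assay system: Stable TRPC4beta/mu-opioid receptor HEK293 cells | Reagent: DAMGO in two steps, submaximal then maximal | Compound dosing: Single concentration per test compound | Signal: Fluo4 Ca2+ flux fluorescence | Evaluation: Per-well B score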
PolyA inhibitor = blocks polyadenylation in yeast reporter cells. S. cerevisiae SKY197-pL101 polyadenylation reporter, beta-gal luminescence; efflux-impaired pdr1/pdr3 knockout yeast; score 100 = 6 SD above DMSO. calls only at 12 µM. actives 0.02% (n = 300,000). AID 1875;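 active = lowest replicate activity score at least 50, where 100 means six control SD above control mean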;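 also: yeast exposed to compound for 9 h at 30 °C; higher score means more reporter readthrough which indicates perturbed polyadenylation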
Numbers without * were called inactive. An excerpt (hit frequency here may not be typical).

What do the screens show for `O=C(/C=C/c1cccc([N+](=O)[O-])c1)N1CCN(c2ccccn2)CC1`?
MrgX1 agonist: inactive; HIF activator: -0.8; TRPC4 act: inactive; TRPC6 inh: inactive; MrgX1 allo act: inactive; MrgX1 antag: inactive; AI-2 QS modul: 18.7; TRPC4 potent: inactive; TRPC6 activator: inactive; TRPC4 block: inactive; PolyA inhibitor: inactive

How did CN1C(=O)/C(=C/c2ccccc2Cl)Sc2ccc(C(=O)NCc3cccnc3)cc21 do in these assays?
MrgX1 agonist: inactive; HIF activator: -0.8; TRPC4 act: inactive; TRPC6 inh: inactive; MrgX1 allo act: inactive; MrgX1 antag: inactive; AI-2 QS modul: 14.9; TRPC4 potent: inactive; TRPC6 activator: inactive; TRPC4 block: inactive; PolyA inhibitor: inactive

How did Cc1cc(C)nc(Nc2cc([N+](=O)[O-])ccc2C)n1 do in these assays?
MrgX1 agonist: inactive; HIF activator: -0.8; TRPC4 act: inactive; TRPC6 inh: inactive; MrgX1 allo act: inactive; MrgX1 antag: inactive; AI-2 QS modul: 3.6; TRPC4 potent: inactive; TRPC6 activator: inactive; TRPC4 block: inactive; PolyA inhibitor: inactive

What do the screens show for `O=C(COC(=O)CCCNC(=O)c1ccc(Cl)cc1)NC1CC1`?
MrgX1 agonist: inactive; HIF activator: 0.0; TRPC4 act: inactive; TRPC6 inh: inactive; MrgX1 allo act: inactive; MrgX1 antag: inactive; AI-2 QS modul: -7.6; TRPC4 potent: inactive; TRPC6 activator: inactive; TRPC4 block: inactive; PolyA inhibitor: inactive

How did O=C(NCc1ccccc1)C1CCC1 do in these assays?
MrgX1 agonist: inactive; HIF activator: -18.7; TRPC4 act: inactive; TRPC6 inh: inactive; MrgX1 allo act: inactive; MrgX1 antag: inactive; AI-2 QS modul: 18.3; TRPC4 potent: inactive; TRPC6 activator: inactive; TRPC4 block: inactive; PolyA inhibitor: inactive

What do the screens show for `CN(C)CCN(C(=O)c1ccc(S(=O)(=O)N(C)c2ccccc2)cc1)c1nc2ccc(Cl)cc2s1`?
MrgX1 agonist: inactive; HIF activator: 1.7; TRPC4 act: inactive; TRPC6 inh: inactive; MrgX1 allo act: inactive; MrgX1 antag: inactive; AI-2 QS modul: 9.1; TRPC4 potent: inactive; TRPC6 activator: inactive; TRPC4 block: inactive; PolyA inhibitor: inactive

How did O=C(Nc1ccc(C(=O)O)cc1)/C(=C\c1ccc2c(c1)OCO2)NC(=O)c1ccc(Br)o1 do in these assays?
MrgX1 agonist: inactive; HIF activator: 0.0; TRPC4 act: inactive; TRPC6 inh: inactive; MrgX1 allo act: inactive; MrgX1 antag: inactive; AI-2 QS modul: 15.3; TRPC4 potent: inactive; TRPC6 activator: inactive; TRPC4 block: inactive; PolyA inhibitor: inactive

Results for COC(=O)c1ccccc1NC(=O)c1ccc(-c2ccccc2F)o1 ?
MrgX1 agonist: inactive; HIF activator: 1.1; TRPC4 act: inactive; TRPC6 inh: inactive; MrgX1 allo act: inactive; MrgX1 antag: inactive; AI-2 QS modul: 19.2; TRPC4 potent: inactive; TRPC6 activator: inactive; TRPC4 block: inactive; PolyA inhibitor: inactive

What do the screens show for `CCOc1cc(C(=O)O/N=C(\N)c2ccc([N+](=O)[O-])cc2)cc(OCC)c1OCC`?
MrgX1 agonist: inactive; HIF activator: 0.0; TRPC4 act: inactive; TRPC6 inh: inactive; MrgX1 allo act: inactive; MrgX1 antag: inactive; AI-2 QS modul: 23.9; TRPC4 potent: inactive; TRPC6 activator: inactive; TRPC4 block: inactive; PolyA inhibitor: inactive

Results for Cc1cccc(CNc2ccc(C(CC(N)=O)NC(=O)c3ccccc3)cc2[N+](=O)[O-])c1 (stereo unspecified) ?
MrgX1 agonist: inactive; HIF activator: 0.6; TRPC4 act: inactive; TRPC6 inh: inactive; MrgX1 allo act: inactive; MrgX1 antag: inactive; AI-2 QS modul: 18.3; TRPC4 potent: inactive; TRPC6 activator: inactive; TRPC4 block: inactive; PolyA inhibitor: inactive

Results for CC(=O)Nc1ccc(S(=O)(=O)N2CCCc3ccccc32)cc1 ?
MrgX1 agonist: inactive; HIF activator: 0.7; TRPC4 act: inactive; TRPC6 inh: inactive; MrgX1 allo act: inactive; MrgX1 antag: inactive; AI-2 QS modul: 11.8; TRPC4 potent: inactive; TRPC6 activator: inactive; TRPC4 block: inactive; PolyA inhibitor: inactive

How did CC(C)N(C(=O)COC(=O)[C@H](C)NC(N)=O)c1ccccc1 do in these assays?
MrgX1 agonist: inactive; HIF activator: -0.3; TRPC4 act: inactive; TRPC6 inh: inactive; MrgX1 allo act: inactive; MrgX1 antag: inactive; AI-2 QS modul: 19.4; TRPC4 potent: inactive; TRPC6 activator: inactive; TRPC4 block: inactive; PolyA inhibitor: inactive

How did C/C(=N\O)C(=O)NCC1CCNCC1 do in these assays?
MrgX1 agonist: inactive; HIF activator: 0.2; TRPC4 act: inactive; TRPC6 inh: inactive; MrgX1 allo act: inactive; MrgX1 antag: inactive; AI-2 QS modul: 7.8; TRPC4 potent: inactive; TRPC6 activator: inactive; TRPC4 block: inactive; PolyA inhibitor: inactive

How did CC(CCc1ccccc1)NC(=O)CNC(=O)c1cccs1 (stereo unspecified) do in these assays?
MrgX1 agonist: inactive; HIF activator: 0.1; TRPC4 act: inactive; TRPC6 inh: inactive; MrgX1 allo act: inactive; MrgX1 antag: inactive; AI-2 QS modul: 15.3; TRPC4 potent: inactive; TRPC6 activator: inactive; TRPC4 block: inactive; PolyA inhibitor: inactive

What do the screens show for `CCOC(=O)C1CCN(S(=O)(=O)c2csc(C(N)=O)c2)CC1`?
MrgX1 agonist: inactive; HIF activator: -0.2; TRPC4 act: inactive; TRPC6 inh: inactive; MrgX1 allo act: inactive; MrgX1 antag: inactive; AI-2 QS modul: -0.8; TRPC4 potent: inactive; TRPC6 activator: inactive; TRPC4 block: inactive; PolyA inhibitor: inactive

What do the screens show for `CC1CC1C(=O)OCC(=O)Nc1ccc2[nH]c(=O)[nH]c2c1` (stereo unspecified)?
MrgX1 agonist: inactive; HIF activator: -0.6; TRPC4 act: inactive; TRPC6 inh: inactive; MrgX1 allo act: inactive; MrgX1 antag: inactive; AI-2 QS modul: 25.9; TRPC4 potent: inactive; TRPC6 activator: inactive; TRPC4 block: inactive; PolyA inhibitor: inactive

How did COc1cccc(/C(C)=N/N=C(\C)c2cccc(OC)c2)c1 do in these assays?
MrgX1 agonist: inactive; HIF activator: 0.4; TRPC4 act: inactive; TRPC6 inh: inactive; MrgX1 allo act: inactive; MrgX1 antag: inactive; AI-2 QS modul: 19.8; TRPC4 potent: inactive; TRPC6 activator: inactive; TRPC4 block: inactive; PolyA inhibitor: inactive

Results for O=C(NC1CCCC1)C1CC(=O)N(CCc2ccccc2)C1 (stereo unspecified) ?
MrgX1 agonist: inactive; HIF activator: -0.2; TRPC4 act: inactive; TRPC6 inh: inactive; MrgX1 allo act: inactive; MrgX1 antag: inactive; AI-2 QS modul: 37.6; TRPC4 potent: inactive; TRPC6 activator: inactive; TRPC4 block: inactive; PolyA inhibitor: inactive

How did COc1cc([N+](=O)[O-])ccc1NC(=S)Nc1cc(C(=O)OC(C)C)cc(C(=O)OC(C)C)c1 do in these assays?
MrgX1 agonist: inactive; HIF activator: -0.2; TRPC4 act: inactive; TRPC6 inh: inactive; MrgX1 allo act: inactive; MrgX1 antag: inactive; AI-2 QS modul: 23.0; TRPC4 potent: inactive; TRPC6 activator: inactive; TRPC4 block: inactive; PolyA inhibitor: inactive

What do the screens show for `COCc1cc(C)nc(N2CCN(c3ccccc3)CC2)c1C#N`?
MrgX1 agonist: inactive; HIF activator: 0.2; TRPC4 act: inactive; TRPC6 inh: inactive; MrgX1 allo act: inactive; MrgX1 antag: inactive; AI-2 QS modul: 20.9; TRPC4 potent: inactive; TRPC6 activator: inactive; TRPC4 block: inactive; PolyA inhibitor: inactive

Results for CCCn1c(-c2ccc(F)cc2)n[nH]c1=S ?
MrgX1 agonist: inactive; HIF activator: -0.5; TRPC4 act: inactive; TRPC6 inh: inactive; MrgX1 allo act: inactive; MrgX1 antag: inactive; AI-2 QS modul: -0.7; TRPC4 potent: inactive; TRPC6 activator: inactive; TRPC4 block: inactive; PolyA inhibitor: inactive

How did COc1ccc(OC)c(/C=N/NC(=O)c2ccc3nc[nH]c3c2)c1 do in these assays?
MrgX1 agonist: inactive; HIF activator: -0.2; TRPC4 act: inactive; TRPC6 inh: inactive; MrgX1 allo act: inactive; MrgX1 antag: inactive; AI-2 QS modul: 9.4; TRPC4 potent: inactive; TRPC6 activator: inactive; TRPC4 block: inactive; PolyA inhibitor: inactive

How did O=C(COC(=O)c1ccccc1O)Nc1cc([N+](=O)[O-])ccc1Cl do in these assays?
MrgX1 agonist: inactive; HIF activator: -0.1; TRPC4 act: inactive; TRPC6 inh: inactive; MrgX1 allo act: inactive; MrgX1 antag: inactive; AI-2 QS modul: 10.6; TRPC4 potent: inactive; TRPC6 activator: inactive; TRPC4 block: inactive; PolyA inhibitor: inactive

Results for COc1nnc(-c2ccccc2)s1 ?
MrgX1 agonist: inactive; HIF activator: 1.5; TRPC4 act: inactive; TRPC6 inh: inactive; MrgX1 allo act: inactive; MrgX1 antag: inactive; AI-2 QS modul: 16.1; TRPC4 potent: inactive; TRPC6 activator: inactive; TRPC4 block: inactive; PolyA inhibitor: inactive

How did COc1ccc(NS(=O)(=O)c2cc(NC(=O)c3cccs3)ccc2N2CCCC2)cc1 do in these assays?
MrgX1 agonist: inactive; HIF activator: -0.3; TRPC4 act: inactive; TRPC6 inh: inactive; MrgX1 allo act: inactive; MrgX1 antag: inactive; AI-2 QS modul: 22.7; TRPC4 potent: inactive; TRPC6 activator: inactive; TRPC4 block: inactive; PolyA inhibitor: inactive

Results for COc1cccc(-c2cc(C(F)(F)F)n3nc(N)nc3n2)c1 ?
MrgX1 agonist: inactive; HIF activator: -0.3; TRPC4 act: inactive; TRPC6 inh: inactive; MrgX1 allo act: inactive; MrgX1 antag: inactive; AI-2 QS modul: 12.7; TRPC4 potent: inactive; TRPC6 activator: inactive; TRPC4 block: inactive; PolyA inhibitor: inactive
